TRPC6 act: mouse TRPC6 channel activators, primary screen, cell-based, HEK293, membrane potential dye. B-score at 10 µM. HEK293-TRPC6 membrane potential dye fluorescence; active compounds read high. AID 2550, 2010. 310,000 compounds, 0.13% hits;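 active = B-score of the integrated fluorescence ratio above library mean plus 3 SD, and starting fluorescence ratio within library mean plus 5 SD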;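 also: higher score means more depolarization so channel activation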
TRPC6 inh: mouse TRPC6 channel inhibitors, primary screen, cell-based, HEK293, membrane potential dye; Short transient receptor potential channel 6 (Mus musculus), Q61143; ACh-evoked depolarization; active compounds read low; B-score at 10 µM; 310,000 compounds, 1.1% hits;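 active = B-score under library mean minus 3 SD, initial fluorescence not abnormally high, positive integrated signal ratio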;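 also: B-score derived from integrated fluorescence ratio over the kinetic read; more negative B-score means stronger inhibition of depolarization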
TRPC4 potent: positive allosteric modulators of TRPC4, primary screen, cell-based, mouse TRPC4beta, HEK293 mu-opioid, Fluo-4 calcium | B-score at 10 µM | Short transient receptor potential channel 4 (Mus musculus), Q9QUQ5 | AID 2227, 2009 | DAMGO EC20, Fluo-4 Ca2+ flux; active compounds read high | 310,000 compounds, 0.42% hits;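 active = B-score of calcium response area above 5 SD of library B-scores, with initial fluorescence ratio within 5 SD of library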;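 also: B-score of integrated fluorescence ratio over time as area under calcium response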
Target sequence (Q9QUQ5 whole entry, looked up): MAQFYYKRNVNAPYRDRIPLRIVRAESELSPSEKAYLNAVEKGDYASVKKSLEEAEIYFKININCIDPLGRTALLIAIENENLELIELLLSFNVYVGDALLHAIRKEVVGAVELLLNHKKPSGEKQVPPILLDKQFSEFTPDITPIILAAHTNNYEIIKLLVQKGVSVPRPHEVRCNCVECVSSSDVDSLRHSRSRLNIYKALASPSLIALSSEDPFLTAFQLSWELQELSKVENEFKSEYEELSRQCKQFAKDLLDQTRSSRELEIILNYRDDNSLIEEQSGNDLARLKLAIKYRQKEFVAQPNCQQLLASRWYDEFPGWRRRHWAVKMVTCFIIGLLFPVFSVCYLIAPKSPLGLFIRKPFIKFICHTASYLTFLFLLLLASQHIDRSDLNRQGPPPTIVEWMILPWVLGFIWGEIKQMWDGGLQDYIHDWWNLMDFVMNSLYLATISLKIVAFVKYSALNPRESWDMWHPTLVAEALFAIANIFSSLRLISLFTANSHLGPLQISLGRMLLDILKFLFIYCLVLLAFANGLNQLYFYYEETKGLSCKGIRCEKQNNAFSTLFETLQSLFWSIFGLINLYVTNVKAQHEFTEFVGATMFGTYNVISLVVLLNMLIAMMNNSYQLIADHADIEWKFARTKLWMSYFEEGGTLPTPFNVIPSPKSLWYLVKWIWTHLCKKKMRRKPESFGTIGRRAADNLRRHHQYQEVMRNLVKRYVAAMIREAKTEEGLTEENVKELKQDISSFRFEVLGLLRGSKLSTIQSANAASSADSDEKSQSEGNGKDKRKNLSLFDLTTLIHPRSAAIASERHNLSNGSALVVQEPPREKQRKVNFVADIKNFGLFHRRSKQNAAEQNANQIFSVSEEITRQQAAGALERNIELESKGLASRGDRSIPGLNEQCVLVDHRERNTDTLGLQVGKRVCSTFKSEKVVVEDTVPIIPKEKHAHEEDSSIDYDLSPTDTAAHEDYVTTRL
MrgX1 ag: agonists of human MrgX1 receptor, primary screen, HEK293 cells, Fluo-4 calcium flux; Mas-related G-protein coupled receptor member X1 (Homo sapiens), Q96LB2; Fluo-4 calcium fluorescence, agonist mode; active compounds read high; B-score at 10 µM; 310,000 compounds, 0.44% hits; AID 588627, 2011;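 active = calcium response B-score plate-corrected fluorescence ratio at least 3 library SD, with starting fluorescence B-score inside 5 SD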
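Assay system: stable human MrgX1 HEK293 cell line. Quantity: 15,000 cells per well. Schedule: cells plated overnight, dye loaded 0.5 h 37 °C, 0.5 h room temperature. Detection: Fluo-4 NW calcium-flux fluorescence, kinetic read. Read-out basis: peak-minus-minimum fluorescence over baseline, converted to B scores. Control set: positive and negative control wells on each plate.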
ANO1 block: TMEM16A chloride channel inhibitors, primary screen, cell-based, HTS. normalized B-score (activity score, 25-100; higher = stronger inhibition) at 10 µM. HEK293 TMEM16A/YFP iodide influx fluorescence, ionomycin. Anoctamin-1 (Mus musculus), Q8BHY3. AID 588511, 2011. 310,000 compounds, 1.2% hits;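 active = ratio plate-corrected score three or more library SD toward inhibition, starting fluorescence score within five deviations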;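 also: score derived from kinetic fluorescence span divided by baseline fluorescence per well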
TRPC4 agonist: activators of mouse TRPC4 channel, primary screen, Fluo4 calcium, HEK293 TRPC4beta/mu-opioid cells | 310,000 compounds, 0.49% hits | AID 2237, 2010 | B-score at 10 µM | Fluo4 calcium fluorescence; active compounds read high;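 active = B-score above 5 SD of library B-scores, and initial fluorescence ratio not above library mean plus 5 SD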;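 also: positive B-score marks a calcium rise read as TRPC4 activation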
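Technique: kinetic Fluo4 calcium fluorescence; Test system: TRPC4beta and mu-opioid receptor HEK293 stable cells; Measure: B-scored integrated calcium fluorescence ratio; Benchmarks: low control buffer alone, high control maximal DAMGO; Schedule: 45 min room-temperature Fluo4 loading, 110 s read.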
RGS4 block: RGS4 inhibitors, primary screen, cell-based, HEK293 M3R inducible RGS4, calcium flux; Fluo-4 calcium flux; active compounds read high; triggered by carbachol at its EC20; B-score at 10 µM; 310,000 compounds, 0.45% hits; AID 463165, 2010;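 active = B-score, a plate-corrected calcium signal, over three deviations above library mean, with baseline fluorescence within five deviations of library mean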;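 also: RGS4 expression induced by doxycycline in cells with stable M3 receptor; B-score is computed from the integrated fluorescence ratio over baseline after carbachol; higher B-score means a larger calcium signal and so more RGS4 inhibition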
MrgX1 allo act: positive allosteric modulators of MrgX1, primary screen, HEK293 cells, Fluo-4 calcium flux. Mas-related G-protein coupled receptor member X1 (Homo sapiens), Q96LB2. FDSS; active compounds read high. B-score at 10 µM. 310,000 compounds, 0.63% hits. AID 588675, 2011;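 active = plate-corrected calcium response at least 3 library SD above typical, normal starting fluorescence, not activating the receptor alone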;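 also: compound read alongside a low EC10 to EC30 dose of BAM8-22 agonist; peak minus trough fluorescence over baseline measured at the second addition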
MrgX1 antagonist: antagonists of human MrgX1 receptor, primary screen, HEK293 cells, Fluo-4 calcium flux | Mas-related G-protein coupled receptor member X1 (Homo sapiens), Q96LB2 | BAM8-22 antagonism; active compounds read low | B-score at 10 µM | 310,000 compounds, 1.3% hits | AID 588676, 2011;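 active = calcium-response B-score plate-corrected more than 3 library SD below zero, starting fluorescence within 5 deviations, no agonist response on first addition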;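 also: peak minus trough fluorescence over baseline after final BAM8-22 challenge near maximal dose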
TRPC4 inh: inhibitors of mouse TRPC4 channel, primary screen, Fluo4 calcium, HEK293 TRPC4beta/mu-opioid cells; Short transient receptor potential channel 4 (Mus musculus), Q9QUQ5; DAMGO-evoked Fluo4 calcium flux; active compounds read low; B-score at 10 µM; 300,000 compounds, 0.39% hits;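 active = B-score over 3 SD under the library average, no early fluorescence shift, positive overall ratio signal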
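material = TRPC4beta/mu-opioid receptor HEK293 cell line | probe or stimulus = sequential submaximal and maximal DAMGO stimulation | compound dosing = one concentration per compound | measured by = Fluo4 Ca2+ flux fluorescence | evaluation = integrated fluorescence ratio relative to baseline, converted to per-well B score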
ANO1 activ: TMEM16A chloride channel activators or potentiators, primary screen, cell-based, HTS. Anoctamin-1 (Mus musculus), Q8BHY3. HEK293 TMEM16A/YFP-H148Q/I152L, iodide quench fluorescence; active compounds read low. B-score at 10 µM. 340,000 compounds, 0.3% hits. AID 623877, 2012;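 active = fluorescence-ratio B-score plate-corrected deviation score at least 3 library SD below zero, with starting fluorescence score within 5 deviations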;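 also: channel opened by trigger with iodide after compound preincubation; score built on the fluorescence ratio of max minus min over baseline; more negative score means more quench and so TMEM16A activation or potentiation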
Numbers without * were called inactive; i = inactive; . = not tested or not shown.

SMILES	TRPC6 act	TRPC6 inh	TRPC4 potent	MrgX1 ag	ANO1 block	TRPC4 agonist	RGS4 block	MrgX1 allo act	MrgX1 antagonist	TRPC4 inh	ANO1 activ
Cc1cc(NC(=O)CSc2nnc(NC(=O)C3CC(=O)N(c4ccccc4)C3)s2)no1 (stereo not given)	i	i	i	i	i	i	i	i	i	i	i
Cc1ccc(S(=O)(=O)N(C)C)cc1NC(=O)CN1C(=O)NC2(CCCCCCC2)C1=O	i	i	i	i	i	i	i	i	i	i	i
CCS(=O)(=O)n1nc(-c2ccccc2)nc1N	i	i	i	i	i	i	i	i	i	i	i
Cc1ccccc1N=C1NC(=O)/C(=C/c2cccn2-c2cccc(C(=O)O)c2)S1	i	i	i	.	.	i	i	.	.	i	i
O=C(c1ccco1)N1CCN(c2ccc([N+](=O)[O-])cc2F)CC1	i	i	i	i	i	i	i	i	i	i	i
N=c1n(CCN2CCCCC2)c2ccccc2n1CC(O)c1ccc(Cl)c(Cl)c1 (stereo not given)	i	i	i	i	i	i	i	i	i	i	i
CCCCCN(C(=O)CCC(=O)OCC(=O)c1ccc(C(C)CC)cc1)c1c(N)n(CCCC)c(=O)[nH]c1=O (stereo not given)	i	i	i	i	i	i	i	i	i	i	i
CCc1sc(N(C(=O)Cc2ccccc2)c2ccccc2F)nc1-c1ccc(C)cc1	i	i	i	i	i	i	i	i	i	i	i
COc1ccc(OC)c(Nc2cc(C(=O)NCCCN3CCOCC3)c3ccccc3n2)c1	i	-5.5*	i	i	i	i	i	i	-5.7*	i	i
Cc1cccc(NC(=S)NC(=O)/C=C/c2ccco2)n1	i	i	i	i	i	i	i	25*	i	i	i
COC(=O)c1oc2ccccc2c1NC(=O)/C=C/C(=O)O	i	i	i	i	i	i	i	i	i	i	i
O=C1c2cccnc2C(Nc2ccc(F)c(Cl)c2)N1Cc1cccs1 (stereo not given)	i	i	i	i	i	i	i	i	i	i	i
CCOc1ccc(OCCC(=O)Nc2ccc(F)cc2C)cc1	i	i	i	i	i	i	i	i	i	i	i
COc1ccc(N2CS(=O)(=O)/C(=C/N(C)C)C2=O)cc1	i	i	i	i	i	i	i	i	i	i	i
N#CC(C(=O)c1ccc(S(=O)(=O)N2CCCCCC2)cc1)c1nc2ccccc2[nH]1 (stereo not given)	i	i	i	i	i	i	i	i	i	i	i
CC(=O)Nc1ccc(S(=O)(=O)NC2CCSc3ccccc32)cc1 (stereo not given)	i	i	i	i	i	i	i	i	i	i	i
Cc1cccc(C(=O)N2CCN(CCNC(=O)C(=O)Nc3ccc(F)cc3)CC2)c1	i	i	i	i	i	i	i	i	i	i	i
COc1ccc(C(=O)Nc2cccc3c2CCCC3)cc1OC	i	i	i	i	i	i	i	i	i	i	i
CC(C)Cn1c(-c2ccco2)n[nH]c1=S	i	i	i	i	25*	i	i	i	i	i	i
O=C(O)Cn1cc(/C=C2/NC(=O)N(c3ccc(Cl)cc3)C2=O)c2ccccc21	i	i	i	i	i	i	i	i	i	i	i
CSc1ncnc2sc(C)c(C)c12	i	i	i	i	i	i	i	i	i	i	i
O=C1NC(c2ccccc2)=C(c2ccc3ccccc3n2)C(c2ccc(F)cc2)N1 (stereo not given)	i	i	i	i	i	i	i	i	i	i	i
CC(C)C(=O)Nc1cccc(-c2nc3ccccc3o2)c1	i	i	i	i	i	i	i	i	i	i	i
O=C(CSc1nc2ncccc2[nH]1)Nc1c(F)cc(F)cc1Br	i	i	i	i	i	i	i	i	i	i	i
CCS(=O)(=O)Nc1ccc(-c2nc3cccnc3s2)cc1	i	i	i	i	i	i	i	i	i	i	i
COc1ccc(C(=O)NCc2nnc(SCC(=O)NC3CCCC3)o2)cc1	i	i	i	i	i	i	i	i	i	i	i
CCN1C(=O)/C(=C/c2nc3ccccc3c(=O)[nH]2)c2ccccc21	.	.	.	i	i	.	.	i	i	.	i
Cc1cc(F)c(F)c(C(=O)NC2CC2)c1Cl	i	i	i	i	i	i	i	i	i	i	i
C=CCn1c(SCC(=O)Nc2cc(C)on2)nc2sc(CC)cc2c1=O	i	i	i	i	i	i	i	i	i	i	i
CCOc1ccccc1NC(=O)C1(S(=O)(=O)c2ccc(Cl)cc2)CC1	i	i	i	i	i	i	i	i	i	i	i
CCN(C1CCCCC1)S(=O)(=O)c1ccc(OC)c(C)c1	i	i	i	i	100*	i	i	i	i	i	i
CC(=O)Oc1ccc(N(C(C)=O)S(=O)(=O)c2ccc(C)c([N+](=O)[O-])c2)cc1	i	i	i	i	i	i	i	i	i	i	i
CCC(C)(C)NC(=O)CN(C(=O)CCC(=O)Nc1nccs1)c1cccc(C)c1C	i	i	i	i	i	i	i	i	i	i	i
O=C1c2oc3ccccc3c(=O)c2C(c2cccnc2)N1Cc1ccco1 (stereo not given)	i	i	i	i	i	i	i	i	i	i	i
Cc1cccc(C)c1OCc1nnc(SCC(=O)Nc2ccc(N3CCOCC3)cc2)o1	i	i	i	i	i	i	i	i	i	i	i
CN(C(=O)CO/N=C/c1ccc(OC(F)F)cc1)C1CCS(=O)(=O)C1 (stereo not given)	i	i	i	i	i	i	i	i	i	i	i
COc1ccc(C(C#N)c2ccc(Cl)nn2)cc1 (stereo not given)	i	i	i	i	i	i	i	i	i	i	i
COc1cc(C(=O)N2CCN(c3ccc([N+](=O)[O-])cc3)CC2)ccc1OCc1c(C)noc1C	i	i	i	i	i	i	i	i	i	i	i
C=CCNC(=O)NC(=O)COC(=O)/C(C#N)=C/c1cc(C)n(CC(C)C)c1C	i	i	i	i	i	i	i	i	i	i	i
O=C(NCCc1ccccc1F)C1CC(O)CN1C(=O)Nc1ccccc1 (stereo not given)	i	i	i	.	.	i	i	.	.	i	i
O=C(COC(=O)COc1ccc(Cl)cc1)NCc1cccs1	i	i	i	i	i	i	i	i	i	i	i
Cc1cc(NCCc2ccccc2F)n2ncnc2n1	i	i	i	i	i	i	i	i	i	i	i
O=C(CN1C(=O)c2ccccc2S1(=O)=O)c1ccccc1Cl	i	i	i	i	i	i	i	i	i	i	i
CCOC(=O)CN1CCC(c2ccccc2)CC1	i	i	i	i	i	i	i	i	i	i	i
COc1cccc(N(C(=O)C2COc3ccccc3O2)C(C(=O)NC2CCCCC2)c2ccc(O)cc2)c1 (stereo not given)	i	i	i	i	i	i	i	i	i	i	.
COc1cccc(CN2CC(C(=O)N(C)CC3CCOCC3)CCC2=O)c1 (stereo not given)	i	i	i	i	i	i	i	i	i	i	i
CC(=O)N(C)c1ccc(NC(=O)Nc2ccc(C)cc2)cc1	i	i	i	i	i	i	i	i	i	i	i
COc1ccc(CNC(=O)c2cc(-n3cnnc3)ccc2Cl)cc1	i	i	i	i	i	i	i	i	i	i	i
CC(C)(C)OC(=O)NNc1c2ccccc2nc2ccccc12	i	i	i	i	i	i	i	i	i	i	i
Cc1ccc(OCC(O)CN2CCN(CCO)CC2)c(C)c1 (stereo not given)	i	i	i	i	i	i	i	i	i	i	i
C=CCn1c(SC)nnc1C1COc2ccccc2O1 (stereo not given)	i	i	i	i	i	i	i	i	i	i	i
O=C(c1ccc2ccccc2n1)N1CCN(c2ccccn2)CC1	i	i	i	i	i	i	i	i	i	i	i
COCc1cc(Sc2ccc(Cl)cc2)nc(C)n1	i	i	i	i	i	i	i	8.4*	i	i	i
O=C(CN1CCN(c2ccccc2)CC1)Nc1c(C(=O)C2CC2)oc2ccccc12	i	i	i	i	i	i	i	i	i	i	i
CC(NCc1cccs1)C(=O)Nc1cc(Cl)cc(Cl)c1 (stereo not given)	i	i	i	i	i	i	i	i	i	i	i
O=C(NCCN1CCOCC1)c1ccc2c(c1)N(Cc1ccccc1)C(=O)c1ccccc1S2	i	i	i	i	i	i	i	i	i	i	i
O=C(CCS(=O)(=O)c1cccc2nsnc12)N1CCN(c2ccccc2F)CC1	i	i	i	i	i	i	i	i	i	i	i
O=C(C(=O)N1CCN(Cc2ccccc2)CC1)c1c[nH]c2ccccc12	.	.	.	i	i	.	.	i	i	.	i
COC(=O)c1cc(OC)c(OC)cc1NC(=S)N1CCN(c2ccccc2)CC1	i	i	i	i	i	i	i	i	i	i	i
O=C(CN1CCCc2ccccc21)N/N=C/c1c(O)ccc2ccccc12	i	i	i	i	i	i	i	i	i	i	i
More entries follow:
SMILES	TRPC6 act	TRPC6 inh	TRPC4 potent	MrgX1 ag	ANO1 block	TRPC4 agonist	RGS4 block	MrgX1 allo act	MrgX1 antagonist	TRPC4 inh	ANO1 activ
N#Cc1c2n(c(=S)n(-c3ccccc3)c1=O)CCCCC2	i	i	i	i	i	i	i	i	i	i	i
CC1(C)C(=O)C2(CCCCC2)C(=O)OC1C(=O)c1ccccc1 (stereo not given)	i	i	i	i	i	i	i	i	i	i	i
CCN(CC)Cc1c(O)ccc2c1O/C(=C\C=C\c1ccccc1)C2=O	i	i	i	i	i	i	i	i	i	i	i
O=C1/C(=C/c2ccncc2)SC(=S)N1Cc1ccccc1	i	i	12*	i	i	i	i	i	i	i	i
Cc1ccc(S(=O)(=O)N(CC(=O)N2CCc3ccccc3C2)c2ccc(Cl)c(Cl)c2)cc1	i	i	i	i	i	i	i	i	i	i	i
O=c1nc2n(c3c4c(sc13)CCC4)CCC2	i	i	i	i	i	i	i	i	i	i	i
Cc1cccc(C(=O)NC(NC(=S)Nc2ccc(S(N)(=O)=O)cc2)C(Cl)(Cl)Cl)c1 (stereo not given)	i	i	i	i	i	i	i	i	i	i	i

Random draw from the library; 5.8% or so of the library scored in one or more.
